Screening data deposited in PubChem by several laboratories.
NOD1 NF-kB reporter – NOD1 signaling inhibitors, primary screen, cell-based, luminescence, uHTS (AID 1578) | NOD1-driven NF-kB luciferase reporter cells, luminescence; higher % means a stronger effect | one-dose inhibition, % at 4 µM; EC50 in µM for titrated hits | 290,000 compounds, 1% hits; in the data active = inhibition mostly above about 36%, no sharp cut-off; inactive = mostly below about 34%;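 also: HEK-293T reporter cells stimulated with the NOD1 agonist gamma-tri-DAP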
GPR55 antagonists – GPR55 antagonists blocking LPI-driven arrestin recruitment, primary screen, imaging, U2OS, beta-arrestin-GFP, LPI agonist (AID 2013). U2OS GPR55 beta-arrestin-GFP translocation imaging, LPI antagonism; higher % means a stronger effect. inhibition, % at 10 µM; hits with a dose series show IC50 in µM. 290,000 compounds, 0.13% hits;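 active = spots per cell inhibited over 60%, with over 100 cells counted and total cytoplasm intensity under 500,000; inconclusive = wells with under 100 cells, flagged as likely toxic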;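 also: U2OS cells stably carrying GPR55 and arrestin-GFP stimulated by 5 µM LPI near EC80; imaged beta-arrestin-GFP aggregate spots per cell after agonist stimulation; plate controls were LPI-stimulated DMSO wells for no effect and DMSO wells without LPI for full effect; some results filed as inactive read as strong as hits; confirmed hits need IC50 under 10 µM and bright autofluorescent wells are also inconclusive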
HIV peptide binding – inhibitors of HIV fusion peptide binding, primary screen, biochemical, uHTS, fluorescence dequenching (AID 1986). cell-free peptide binding, fluorescence dequenching, 30 min; higher % means a stronger effect. one-dose inhibition, % at 20 µM; IC50 in µM for titrated hits. 290,000 compounds, 0.3% hits; in the data active = inhibition mostly above about 52%, no sharp cut-off; inactive = mostly below about 76%; also: some results filed as inactive read as strong as hits
HEK293 NOD2/NF-kB – NOD2 signaling inhibitors, cell-based, luminescence, uHTS, HEK293 (AID 1566). HEK293 NOD2/NF-kB luciferase reporter, luminescence; higher % means a stronger effect. one-dose inhibition, % at 4 µM; EC50 in µM for titrated hits. 290,000 compounds, 0.63% hits; also: many of its hits are not listed in these tables
MgcRacGAP inhibition – MgcRacGAP GTPase-activating activity inhibitors, confirmation, biochemical, ADP Hunter fluorescence; Rac GTPase-activating protein 1 (Homo sapiens); MgcRacGAP-stimulated Rac1 GTP hydrolysis, ADP Hunter fluorescence; higher % means a stronger effect; GST-tagged Rac1 F28L mutant substrate; inhibition, % at 30 µM, or IC50 in µM where a hit was titrated; 340,000 compounds, 0.6% hits; AID 624330, 2012;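 active = first-screen hits whose inhibition reached a set limit at any dose in the follow-up dose series; inconclusive = inhibition above the set first-screen limit but never retested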;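 also: fluorescence reports GDP produced by GAP-driven GTP hydrolysis; strong numbers were not always called active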
SV40 large T antigen – SV40 large T antigen inhibitors, biochemical (AID 1903). 310,000 compounds, 0.39% hits. SV40 large T antigen ATPase/helicase inhibition assay; higher % means a stronger effect. inhibition, % at 20 µM; hits with a dose series show IC50 in µM; in the data active = a potency from the dose series; inconclusive = inhibition mostly from about 32% at the one dose, without a potency; inactive = the rest, 99 in 100 with inhibition below about 32%; also: strong numbers were not always called active
GPR55 activation – GPR55 agonists via beta-arrestin recruitment, primary screen, imaging, U2OS cells, beta-arrestin-GFP redistribution (AID 1961). G-protein coupled receptor 55 (Homo sapiens). U2OS GPR55 beta-arrestin-GFP redistribution imaging; higher % means a stronger effect. activation, % at 10 µM; hits with a dose series show EC50 in µM. 290,000 compounds, 0.048% hits;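 active = activation above 40% with more than 50 cells counted in the well; inconclusive = wells holding fewer than 50 cells, flagged as toxic or sparse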;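 also: U2OS osteosarcoma cells stably expressing GPR55 and beta-arrestin-GFP; plate controls were DMSO negative control for no effect and LPI positive control for full effect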
KOR beta-arrestin-1 – KOR antagonists, beta-arrestin recruitment, cell-based, luminescence, uHTS (AID 1778); Kappa-type opioid receptor (Homo sapiens); one-dose inhibition, % at 10 µM; IC50 in µM for titrated hits; 290,000 compounds, 0.091% hits; KOR beta-arrestin recruitment, luminescence, antagonist mode; higher % means a stronger effect; also: strong numbers were not always called active
KOR beta-arrestin-2 – KOR agonists, beta-arrestin recruitment, primary screen, cell-based, luminescence, uHTS (AID 1777); Kappa-type opioid receptor (Homo sapiens); KOR beta-arrestin recruitment, luminescence; higher % means a stronger effect; activation, % at 10 µM, or EC50 in µM where a hit was titrated; 280,000 compounds, 0.02% hits; in the data active = activation above about 50%, passing the limit was not always enough; also: a part of the inactive calls stands beside numbers as strong as those of hits
An asterisk follows results filed as active; u = inconclusive; x = no result given; [ ] = dose if it differs, or a comment. Rule as the data show it, unless noted: active = inhibition above about 50%; inactive = the rest. Some of the compounds tested; rates above refer to the full screens.

Compound | NOD1 NF-kB reporter | GPR55 antagonists | HIV peptide binding | HEK293 NOD2/NF-kB | MgcRacGAP inhibition | SV40 large T antigen | GPR55 activation | KOR beta-arrestin-1 | KOR beta-arrestin-2
COc1c(C)cc(C(=O)C2CCCN(C(=O)c3cc(C)on3)C2)cc1C (configuration not stated) | -9.2% | 8.5% | -0.7% | 30.0% | 7.7% | 10.8% | -0.1% | 16.7% | 2.1%
O=C(CCSCc1ccccc1Cl)NCc1cccs1 | -24.9% | 23.9% | -0.3% | -25.6% | 9.6% | 8.5% | 0.6% | 1.7% | -5.3%
Nc1nc(SCC(=O)Nc2ccc(Cl)cc2C(F)(F)F)n[nH]1 | -30.2% | -7.8% | 0.5% | -1.9% | 6.6% | 7.6% | -0.1% | -18.1% | 4.1%
CC(C)CN(CC(C)C)C(=S)Nc1ccc(Cl)cc1 | -0.8% | 0.2% | 2.6% | 17.7% | 0.8% | -0.3% | 0.1% | -10.2% | -5.3%
Cc1ccccc1NC(=S)Nc1ccccn1 | -13.5% | 6.4% | 1.1% | -33.7% | 7.3% | 8.8% | 0.4% | 12.9% | 4.0%
O=C(Nc1ccccc1Cl)C(Cl)C(=O)c1ccccc1 (configuration not stated) | -21.1% | x | -1.3% | -7.2% | 6.4% | 12.3% | 0.3% | 0.1% | 5.0%
COc1ccc(C(=O)NNC(=O)CSc2nnc(C)n2C)cc1 | 12.1% | -1.5% | -1.6% | -6.6% | 8.5% | 14.3% | 0.1% | -21.2%[20 µM] | x
COc1ccc(Cl)cc1-c1nc(SCC(=O)NC2CC2)n[nH]1 | 1.0% | -3.4% | -1.8% | 16.2% | 7.0% | 23.7% | 0.1% | 14.2% | -3.0%
O=C(CSc1nncc2ccccc12)N1CCOCC1 | -4.3% | -5.2% | -2.9% | 1.0% | -2.3% | 14.2% | -0.2% | -12.5% | 2.9%
Cc1c(NC(=O)COC(=O)COc2ccc(Nc3ccccc3)cc2)c(=O)n(-c2ccccc2)n1C | -26.6% | -23.7% | -1.9% | -12.2% | u | 35.3µM* | 0.2% | -22.2% | 2.7%
CNC(=O)CSc1nc2sccc2c(=O)n1-c1ccccc1 | -18.0% | 3.1% | 1.2% | 17.1% | 4.2% | 8.2% | -0.2% | -36.9% | -3.1%
Oc1ccccc1N1CCN(c2ncnc3scc(-c4ccccc4)c23)CC1 | -23.3% | 13.4% | -0.3% | 7.7% | 8.5% | 12.0% | -0.2% | -34.6% | -1.4%
COc1ccccc1OCc1nnc(SCC(=O)N2CCCC2)o1 | -20.7% | 0.3% | 0.5% | 4.2% | 1.6% | 3.6% | -0.1% | 3.3% | -0.7%
O=C1N(Cc2cccnc2)C[C@@H]2C[C@@H](c3ccccc3C(F)(F)F)N3CCC[C@@]123 | 1.0% | -8.7% | -1.2% | -18.9% | 3.2% | 4.9% | 0.0% | -12.6% | 3.9%
COc1ccc(/C=C2\SC(=O)N(CC(=O)Nc3cccnc3)C2=O)cc1OC | -28.6% | 7.7% | -0.3% | 6.7% | 1.5% | -0.4% | -0.8% | -6.5% | -2.6%
CCOC(=O)N1C(=O)[C@](CC)(c2ccccc2)N1C(=O)OCC | 40.4% | 8.8% | -0.5% | 16.6% | 14.1% | 16.8% | -0.2% | 13.9%[20 µM] | -1.9%
CC1CCN(C(=S)c2cn(Cc3ccccc3F)c3ccccc23)CC1 | -16.4% | -2.9% | -3.0% | 10.5% | 7.3% | -6.0% | -0.1% | -9.0% | 6.0%
Cc1[nH]c2ccccc2c1C(=O)CN1CC(C)OC(C)C1 (configuration not stated) | 3.1% | 11.3% | -0.9% | 22.6% | x | 6.2% | 0.3% | 16.4% | -1.6%
CN(C(=O)c1cc2ccccc2cc1O)C1CCCCC1 | -14.7% | 16.0% | -0.9% | -3.9% | 9.2% | 28.2% | 0.0% | -9.0% | -0.3%
CCc1cc(-c2n[nH]c(=S)n2-c2cccc(C)c2)cs1 | -8.0% | -2.2% | -2.7% | -15.0% | 18.0% | 11.7% | -0.1% | -0.2% | -2.5%
COc1cccc(C(=O)c2c[nH]c(C(=O)NCc3ccco3)c2)c1 | -35.7% | 16.6% | 1.7% | -18.0% | 3.0% | 5.6% | -0.2% | -12.2% | -1.3%
CN1CCC(NC(=S)NC2CC2)CC1 | -33.4% | 3.1% | -0.9% | -5.5% | 8.6% | 20.6% | -0.2% | 8.8% | -1.9%
Cc1cccc(NC(=O)c2cccc(C(=O)Nc3cccc(C)n3)c2)n1 | -2.4% | 20.7% | 0.4% | 17.1% | 8.9% | 3.2% | -0.1% | -38.0%[20 µM] | -4.3%
Cc1occc1-c1nnc(SCC(=O)NCc2ccco2)n1CC(C)C | -13.7% | -2.5% | 4.8% | -4.5% | 26.9% | 6.5% | -0.3% | -24.7% | -2.2%
CCCCNC(=O)c1ccccc1NC(=O)c1ccc2c(c1)OCO2 | -3.9% | -1.8% | 0.4% | 21.7% | 2.8% | 5.2% | 0.2% | -40.4%[20 µM] | 2.9%
Cc1ccc(C)c(NC(=O)CCC(=O)N2CCOc3ccccc32)c1 | -5.1% | 11.1% | -1.1% | 12.5% | 12.6% | 15.2% | 1.3% | -19.9%[20 µM] | -6.9%
CC1=CC(C)(C)N(C(=O)CSc2nnc(N)s2)c2cc(C)c(C)cc21 | 16.5% | 1.8% | -0.5% | 19.6% | -0.5% | 15.2% | 0.2% | -9.6% | -0.7%
Clc1ccc(SCc2cc(-c3ccccc3)no2)cc1 | -2.2% | 12.3% | -1.9% | -14.5% | 7.7% | 9.8% | 0.2% | 0.4% | 0.9%
O=C(N/N=C/c1cccs1)c1cccc(NC(=O)c2ccc(Cl)cc2)c1 | -40.7% | 0.0% | 3.6% | -39.6% | x | 9.1% | -0.2% | -121.8% | 33.8%
CCCC(c1nnnn1CC1CCCO1)N1CCN(c2nc3ccccc3s2)CC1 (configuration not stated) | -30.2% | 10.0% | 1.8% | -3.9% | 4.0% | 11.5% | 0.4% | -18.4% | 2.6%
O=c1cc(-c2ccc([N+](=O)[O-])cc2)c2cc3c(cc2[nH]1)OCCO3 | -23.1% | -3.6% | -2.7% | 2.3% | 0.2% | 0.5% | -0.1% | -5.0% | 2.8%
O=C(CC12CC3CC(CC(C3)C1)C2)NCC(=O)N1CCCC1 | -10.1% | -1.2% | 0.3% | 6.9% | -0.9% | 1.3% | -0.1% | 29.0% | -3.0%
CCn1cc(S(=O)(=O)NCCc2ccc(F)cc2)cn1 | 5.1% | 0.9% | 1.5% | -0.9% | 2.5% | 22.9% | 0.3% | -13.9% | 3.8%
Cc1ccc(CN(Cc2ccc(C)o2)C(=S)NCC(=O)O)cc1 | -21.5% | 12.4% | 1.7% | 12.7% | 9.1% | 14.8% | 0.2% | -6.1% | -2.1%
O=C(NCc1cccc(C(F)(F)F)c1)C1CCC(=O)N(C2CCCCCC2)C1 (configuration not stated) | -18.9% | 17.0% | -1.1% | 8.4% | 11.6% | 10.7% | -0.1% | 18.4% | 0.8%
CNC(=S)N/N=C/c1ccc(N(C)C)cc1 | -8.2% | -3.2% | -0.7% | -52.2% | 30.8% | 23.5% | -0.1% | 1.9% | -1.5%
O=c1[nH]c2ccsc2c(=O)n1CCO | -12.8% | -2.9% | -0.9% | -3.4% | 1.2% | 3.6% | 0.2% | 16.2% | x
CC(C)(CC(=O)N1CCN(c2ccc(Cl)cc2)CC1)CC1=NS(=O)(=O)c2ccccc2N1 | x | 29.7% | -0.2% | 24.3% | 4.5% | 7.8% | -0.1% | -8.0% | -2.3%
COc1ccccc1-c1cc(C(=O)Nc2c(C)n(C)n(-c3ccccc3)c2=O)no1 | -2.9% | 11.5% | 11.1% | 3.9% | 3.1% | 15.8% | -0.2% | -26.4% | 2.3%
CCOc1ccc(-c2csc(NC(=O)CSCC(=O)O)n2)c2ccccc12 | 33.9% | 4.8% | 34.5% | 27.3% | 6.9% | 15.2% | 0.4% | -44.0% | 3.7%
Cc1nnc(Nc2ccc(C(=O)O)cc2)[nH]c1=O | -43.7% | 9.2% | 1.3% | -1.2% | 3.5% | 3.0% | 0.8% | -20.0% | 5.1%
O=C(NCCCN1CCOCC1)c1ccc(CS(=O)(=O)c2ccc(Br)cc2)o1 | -9.3% | 2.1% | 1.0% | 17.7% | 0.8% | 0.4% | -0.2% | -14.7% | -3.5%
CC(C)(c1ccccc1)c1ccc(OCCn2cnc3ccccc3c2=O)cc1 | 7.6% | 5.7% | -2.1% | -15.0% | -6.1% | 8.2% | -0.1% | -17.3% | -1.3%
CCc1nnc(NS(=O)(=O)c2ccc(NC(=O)c3cc4ccccc4oc3=O)cc2)s1 | 2.7% | 12.7% | 4.8% | -2.7% | x | -3.4% | -0.2% | 14.1% | -0.3%
Cn1nnnc1SCC(=O)N1CCN(c2ccc(Cl)cc2)CC1 | -26.5% | -0.4% | -1.9% | -31.9% | 4.7% | 2.7% | 0.0% | -2.2% | 2.9%
CCc1ccc(S(=O)(=O)NCc2cccs2)cc1 | -4.7% | -4.5% | 0.2% | 12.4% | 4.6% | 36.7% | 0.4% | 18.2% | -3.5%
O=S(=O)(NCc1ccccc1)c1ccc(Br)s1 | -12.0% | -1.3% | 0.1% | 12.3% | 3.5% | 9.1% | -0.1% | 41.0%[20 µM] | -7.3%
N#Cc1c2c(c(-c3ccccc3Cl)[nH]c1=S)CCCC2 | -20.3% | 8.1% | 1.8% | 19.3% | 10.1% | 20.7% | 0.2% | -46.5%[20 µM] | 3.0%
C/C(CC(=O)Nc1cccc(Cl)c1Cl)=N\NC(=O)c1ccccc1N | -21.5% | 3.5% | -1.7% | 19.7% | 3.6% | 21.2% | -0.1% | 16.8%[20 µM] | x
CC(=O)Nc1nc(C)c(C(C)C)s1 | -10.1% | -3.1% | -0.5% | 10.7% | 8.6% | 10.7% | -0.6% | 24.3% | -0.6%
CCN(CC)c1ccc(NC(=O)C2CCC(CNc3c(N4CCCC4)c(=O)c3=O)CC2)c(C)c1 (configuration not stated) | -0.5% | 18.2% | -3.0% | 28.9% | 12.2% | 21.2% | 0.0% | 8.0% | 3.4%
Cc1nc2c(c3c1[nH]c1ccccc13)C(=O)CC(C)(C)C2 | 20.1% | 26.1% | -0.1% | 17.5% | 7.0% | 6.9% | 1.3% | -42.0% | -0.3%
CC(C)(C)C(=O)N1CCN(c2ccc([N+](=O)[O-])c(NCC3CCCO3)c2)CC1 (configuration not stated) | x | 21.0% | -2.8% | 14.3% | 4.7% | 2.7% | -0.2% | 8.7% | -2.4%
O=[N+]([O-])c1ccc(-c2ccc(/C=N/Nc3nc(N4CCCCC4)nc(N4CCCCC4)n3)o2)cc1 | 7.6% | 0.0% | 6.8% | -110.8% | x | 24.7% | -0.2% | 1.1% | 0.2%
